Screening data from PubChem BioAssay.
HCV core dimer = inhibitors of HCV core protein dimerization, primary screen, biochemical, TR-FRET, high-throughput; TR-FRET GST/Flag-core106 dimerization, 1536-well; hit rate 0.33% among 300,000; inhibition, % at 5 µM;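 active means inhibition above the mean of all tested compounds plus 3 SD, set per screening campaign, cut at about 45% in these data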
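Assay system: tagged HCV core106 pair (GST and Flag); medium: KF-containing HEPES buffer, pH 7.45, DTT, CHAPS, BSA; also added: Eu donor and XL665 acceptor anti-tag antibodies; dosing: 5 µM single dose; timing: compound-protein-antibody incubation 4 h at 22.5 °C; signal: TR-FRET 671 and 617 nm emission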
CTSL1 counter = Fasciola hepatica cathepsin L1 inhibitors, primary screen, counter-screen for PFM18AAP inhibitor project, biochemical, QFRET, fluorogenic peptide substrate; AID 1906, 2009; hit rate 0.49% among 300,000; inhibition, % at 5.96 µM; recombinant F. hepatica cathepsin L1, Z-Leu-Arg-MCA fluorescence;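 active means inhibition above the mean of all tested compounds plus 3 SD, set per screening campaign, cut at about 17% in these data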;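 further: 0% = plate median of test compound wells and 100% = 1 µM Z-Phe-Ala-diazomethylketone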
Efflux pump mplx = inhibitors of Candida efflux pumps in yeast, primary screen, S. cerevisiae, Nile Red, multiplex. S. cerevisiae Candida pump triplex. hit rate 0.44% among 330,000. inhibition, % at 10 µM. AID 485275, 2010;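 active means plate passing quality check with inhibition over a set limit, or well fluorescence over plate mean plus 4 SD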;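 further: Nile Red retained in pooled yeast measured as flow cytometry median fluorescence; 0% = buffer negative control and 100% = Enniatin B positive control; higher means more Nile Red kept so more efflux inhibition; some compounds called inactive have numbers as strong as hits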
procasp7 counter = procaspase-7 activators, primary screen, counter-screen for procaspase-3 activator project, biochemical, absorbance, HTS, human | Caspase-7 (Homo sapiens), P55210 | recombinant procaspase-7, Ac-DEVD-pNA absorbance 405 nm; D23A/D198A/D206A triple mutant, cannot self-cleave; scale: DMSO 0, 5 µM enzyme 100 | activation, % at 8.5 µM | hit rate 0.093% among 330,000 | AID 463210, 2010;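 active means percent activation above the screen-wide mean plus 3 SD, cut at about 25% in these data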
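System: Procaspase-7 triple mutant (PC-7 D3A); measure: % activation from two-timepoint absorbance difference, scaled to controls; times: 1 h compound preincubation, 2 h substrate cleavage, 25 °C; also added: Ac-DEVD-pNA substrate, 400 µM as added; measured by: Epi-absorbance of released pNA at 405 nm, two timepoints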
proCasp3 act = activators of human procaspase-3 D3A mutant, primary screen, biochemical, absorbance, PC-3 D3A mutant, single concentration; recombinant procaspase-3 D3A, Ac-DEVD-pNA absorbance 405 nm; activation, % at 8.5 µM; hit rate 0.11% among 330,000; AID 463141, 2010;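 active means activation above the mean of all tested compounds plus 3 SD, cut at about 21% in these data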;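 further: 0% = DMSO alone and 100% = DMSO wells spiked with extra 5 µM PC-3 D3A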
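assay system = Procaspase-3 D3A mutant | signal = absorbance at 405 nm, 0 and 120 min | times = 1 h preincubation plus 2 h reaction at 25 °C | repeats = single replicate | read-out = % activation between DMSO and enzyme-spiked controls | medium = Zinc-free HEPES saline buffer with Triton X-100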
PP5 inh = PP5 phosphatase inhibitors, primary screen, biochemical, fluorescence; purified PP5c, OMFP substrate fluorescence; inhibition, % at 6.7 µM; hit rate 0.18% among 320,000; AID 1987, 2009;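 active means inhibition above the campaign's mean inhibition across all tested compounds plus 3 SD, cut at about 9.5% in these data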;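 further: 0% = DMSO only and 100% = 100 µM cantharidin control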
Target sequence (P53041 whole entry, looked up): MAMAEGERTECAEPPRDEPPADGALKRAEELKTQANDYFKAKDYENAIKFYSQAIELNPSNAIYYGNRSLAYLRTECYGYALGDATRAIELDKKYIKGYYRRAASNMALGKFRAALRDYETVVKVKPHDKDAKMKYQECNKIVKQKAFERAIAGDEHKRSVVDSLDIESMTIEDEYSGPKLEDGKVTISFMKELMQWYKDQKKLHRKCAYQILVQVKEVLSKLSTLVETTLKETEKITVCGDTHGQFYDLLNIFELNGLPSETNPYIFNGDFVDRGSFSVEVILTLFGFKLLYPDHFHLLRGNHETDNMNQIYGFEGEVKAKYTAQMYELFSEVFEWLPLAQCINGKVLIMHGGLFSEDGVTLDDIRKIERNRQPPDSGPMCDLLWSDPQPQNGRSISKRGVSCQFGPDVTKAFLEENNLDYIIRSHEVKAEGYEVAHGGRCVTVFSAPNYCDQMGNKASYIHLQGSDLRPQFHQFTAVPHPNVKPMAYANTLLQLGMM
PP1 inh = PP1-alpha phosphatase inhibitors, primary screen, counter-screen for PP5 inhibitor project, biochemical, fluorescence, OMFP substrate, single point | Serine/threonine-protein phosphatase PP1-alpha catalytic subunit (Homo sapiens), P62136 | purified PP1alpha | inhibition, % at 6.7 µM | hit rate 0.9% among 320,000 | AID 2235, 2010;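 active means inhibition above the mean inhibition of all tested compounds plus 3 SD, computed separately for each screening campaign, cut at about 15% in these data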
TPT1 inh = Candida albicans TPT1 enzyme inhibitors, primary screen, biochemical, fluorescence polarization | hit rate 0.81% among 300,000 | inhibition, % at 5 µM | tRNA 2'-phosphotransferase TPT1 (Candida albicans SC5314) | recombinant caTPT1, FP RNA substrate dephosphorylation;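 active means inhibition above the mean of all tested compounds plus 3 SD, set per screening campaign, cut at about 24% in these data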;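 further: plate controls were DMSO alone for no effect and ferristatin control at 100 nM for full effect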
JMJD2C inh = inhibitors of GASC-1 histone demethylase, primary screen, biochemical, fluorescence, DELFIA europium. GST-JMJD2C(1-420) H3K9me3 demethylation. inhibition, % at 2.35 µM. hit rate 0.069% among 330,000;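 active means more than half of a compound's replicate wells show inhibition beyond 50%, single wells judged on their own value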;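 further: signal counts dimethyl H3K9 product captured on neutravidin plate; 0% = median of DMSO wells and 100% = 0.3 times that DMSO median; strong numbers were not always called active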
Target sequence (Q9H3R0 1-420 limits assumed): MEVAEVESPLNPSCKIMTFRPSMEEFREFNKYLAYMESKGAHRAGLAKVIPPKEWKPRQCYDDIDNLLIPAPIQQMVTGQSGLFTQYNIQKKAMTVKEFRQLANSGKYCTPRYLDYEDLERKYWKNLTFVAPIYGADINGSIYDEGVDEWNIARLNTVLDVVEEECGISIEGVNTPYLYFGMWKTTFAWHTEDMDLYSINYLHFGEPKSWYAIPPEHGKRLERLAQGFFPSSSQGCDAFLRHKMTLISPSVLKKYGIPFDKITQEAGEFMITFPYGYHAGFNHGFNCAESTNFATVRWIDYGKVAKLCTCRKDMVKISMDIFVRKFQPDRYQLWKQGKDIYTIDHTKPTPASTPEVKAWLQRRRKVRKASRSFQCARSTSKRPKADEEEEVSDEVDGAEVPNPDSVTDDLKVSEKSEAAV
* hit, by the source's call; / = no result given; & = joins results of further samples.

SMILES	HCV core dimer	CTSL1 counter	Efflux pump mplx	procasp7 counter	proCasp3 act	PP5 inh	PP1 inh	TPT1 inh	JMJD2C inh
CCN1C(=O)[C@H]2[C@@H](c3ccc(OC)cc3)N3C(=O)CN(CCOC)C(=O)[C@@]3(Cc3ccccc3)[C@H]2C1=O	4	0	0.0	-5	4	2.1	0	-2	7
O=C(Nc1ccc(Oc2cccnc2)cc1)C1CCN(Cc2ccccc2)CC1	7	4	-0.2	6	6	-1.5	-2	1	2
CN(CC(=O)Nc1c(Cl)cccc1Cl)C(=O)C1CCN(C(=O)Nc2ccccc2)CC1	5	-3	0.0	1	12	-2.5	-6	-1	5
COc1cccc(CNc2ccc3c(c2)ncn3C(C)C)c1OC	-11	1	-0.1	-2	-10	0.2	1	3	-20
Cc1cc(NC(=O)CCC(=O)N(Cc2ccco2)C2(C(=O)NC3CCCC3)CCC(C)CC2)no1 (stereo unspecified)	-12	1	0.0	-3	12	2.3	4	0	2
Cc1ccc(OCC(=O)N2CCN(c3nnc(-c4ccccc4)c4ccccc34)CC2)cc1	0	3	0.7	2	-4	4.2	6	0	0
O=C(CSc1nnc(NC(=O)Cc2ccccc2)s1)NCC1CCCO1 (stereo unspecified)	1	-3	-0.2	1	-2	-2.1	7	-3	8
CCOc1ccc(C(C)=O)cc1CN1C(=O)NC2(CCCCCCC2)C1=O	0	-1	0.0	5	6	0.4	-4	4	-2
COc1cccc(-n2c(C)nnc2SCC#N)c1	-6	-1	-0.1	0	-1	0.1	-5	0	17
Cc1ccccc1S(=O)(=O)c1cc(C#N)c(=O)[nH]c1N	-2	2	0.0	7	10	-0.8	-4	1	144
O=C(Cn1c(=O)c2cccn2c2ccccc21)NCCc1ccc(Cl)cc1	-4	1	0.0	-13	0	-1.2	10	-2	1
CC12CCC(C/C1=N\N=C1\NC(=O)/C(=C\c3cccc(Br)c3)S1)C2(C)C (stereo unspecified)	10	3	-4.3	6	5	5.9	11	-3	12
O=C(CNC(=O)c1ccc(F)cc1)NCc1ccc(Cl)cc1	2	0	-0.1	-1	4	-0.5	-4	-3	-14
O=C(CN1CCOCC1)n1c2c(c3ccccc31)CCCC2	-2	0	-0.1	-1	-3	-0.6	1	3	-5
COc1ccc(NC(=O)CC2CC3CCC2C3)cn1 (stereo unspecified)	-6	0	0.2	4	1	0.1	10	-1	-11
CC(C)CNS(=O)(=O)c1ccc(C(=O)Nc2ccc3c(c2)OCO3)cc1	1	-2	-0.1	2	3	3.7	-1	-1	3
CC(C)(C)NC[C@H](O)COc1nsnc1N1CCOCC1	10&7	-4&-2	0.0&0.3	-3&-3	2&9	-1.7&0.3	-1&-1	-4&-6	12
Cc1cc(C)cc(NC(=O)c2ccc(NC(=O)c3ccco3)cc2)c1	-7	1	0.0	-3	0	4.9	1	1	9
Cc1ccc([N+](=O)[O-])cc1-c1[nH]c(-c2ccc(O)c(O)c2)nc1-c1ccccc1	5	2	0.1	-9	-5	5.5	6	-1	-17
O=C(c1ccccc1F)N1CCN(c2ncccn2)CC1	-2	-4	0.0	13	-1	1.2	5	-5	-3
O=c1[nH]cnc2c1nc(NCc1ccccc1)n2C1O[C@@H](CO)[C@H](O)[C@@H]1O (stereo partly specified)	0	-2	0.0	-5	3	-0.4	-4	-3	2
N#Cc1ccsc1NC(=O)COC(=O)c1ccc2ccccc2c1	28	7	0.0	3	4	1.1	6	14	9
COc1ccc(OC)c(S(=O)(=O)N2CCC(C(=O)N(C)Cc3ccccc3)CC2)c1	2	-6	-0.2	-1	-1	-0.8	-1	-2	2
CC1CCCN(CCCNC(=O)CN2C(=O)COc3ccccc32)C1 (stereo unspecified)	1	-1	0.0	3	1	-0.7	-3	2	4
CC(C)Cc1nc2oc3c(NCc4cccnc4)ncnc3c2c2c1CCC2	2	-2	0.2	3	-8	-0.7	-3	1	-6
Cn1cc(CN2CCc3sccc3C2)c(-c2ccccc2F)n1	1	-7	0.5	6	5	3.9	-6	-1	1
NC(=O)CSc1nnc(NC(=O)c2ccc3ccccc3c2)s1	5	5	0.3	7	-11	2.0	0	1	-9
CCCCc1nnc(NC(=O)C(C)Sc2nc(C)cc(=O)[nH]2)s1 (stereo unspecified)	3	-6	-0.1	-3	-1	4.0	0	-1	-4
Cc1cccc2sc(NC(=O)c3ccc(NS(=O)(=O)c4cccs4)cc3)nc12	16	5	-0.1	-16	11	1.3	0	1	-1
CCS(=O)(=O)c1ccc(O)c(NC(=O)COc2ccc(Br)cc2)c1	0	1	-0.1	-13	-1	0.6	-1	2	110

Four compounds from above, sorted by heavy-atom count, ascending:
SMILES	HCV core dimer	CTSL1 counter	Efflux pump mplx	procasp7 counter	proCasp3 act	PP5 inh	PP1 inh	TPT1 inh	JMJD2C inh
CC(C)(C)NC[C@H](O)COc1nsnc1N1CCOCC1	10&7	-4&-2	0.0&0.3	-3&-3	2&9	-1.7&0.3	-1&-1	-4&-6	12
Cn1cc(CN2CCc3sccc3C2)c(-c2ccccc2F)n1	1	-7	0.5	6	5	3.9	-6	-1	1
CC1CCCN(CCCNC(=O)CN2C(=O)COc3ccccc32)C1 (stereo unspecified)	1	-1	0.0	3	1	-0.7	-3	2	4
CC(C)CNS(=O)(=O)c1ccc(C(=O)Nc2ccc3c(c2)OCO3)cc1	1	-2	-0.1	2	3	3.7	-1	-1	3

More records:
SMILES	HCV core dimer	CTSL1 counter	Efflux pump mplx	procasp7 counter	proCasp3 act	PP5 inh	PP1 inh	TPT1 inh	JMJD2C inh
CC(NC(=O)c1ccccc1)c1nnc(SCc2nc3ccccc3c(=O)[nH]2)n1C (stereo unspecified)	-2	4	-0.1	4	4	1.0	2	-7	0
COC(=O)c1c(NC(=O)CC2SC(N)=NC2=O)sc2c1CCCC2 (stereo unspecified)	-10	-1	-0.1	1	2	4.0	4	0	1
CC(/C=N/NC(=O)c1cc(-c2ccc(C)s2)[nH]n1)=C\c1ccccc1	6	1	0.1	-17	-5	-0.7	2	2	2
COc1cc(/C=C2\C(=O)NN(c3ccccc3)C2=O)cc([N+](=O)[O-])c1O	-6	4	0.2	-11	-7	2.4	-2	3	4
O=C(NCc1ccccc1C(F)(F)F)C1CC(c2ccccc2[N+](=O)[O-])=NO1 (stereo unspecified)	4	-6	-0.1	4	-4	1.0	-2	-3	15
CC1CC(C)CN(S(=O)(=O)c2ccc(NC(=O)C3COc4ccccc4O3)cc2)C1 (stereo unspecified)	6	5	0.1	3	1	0.4	0	-2	1
O=C(COC(=O)C12CC3CC(CC(O)(C3)C1)C2)N1CCN(S(=O)(=O)c2ccc(Cl)cc2)CC1	-1	-6	0.2	-3	4	1.3	-3	-4	-5&-4
COCCCNC(=S)N1CCCN(c2nc3cc(C)ccc3cc2C#N)CC1	5	2	-0.1	-3	-8	3.9	4	1	-3
COc1ccc(S(=O)(=O)c2cnc3ccc(OC)cc3c2N2CCC3(CC2)OCCO3)cc1	7	2	0.4	2	3	1.1	-1	-2	6
COc1ccc(N(Cc2ccccc2)S(=O)(=O)c2cccc(C(=O)Nc3ncccc3C)c2)cc1	/	/	0.2	0	-1	2.8	-1	/	12
CC1CCC(NC(=O)CN(C)S(=O)(=O)c2cnc[nH]2)CC1 (stereo unspecified)	-4	-4	-0.1	9	1	-1.0	-4	1	-1
COc1ccc(CCNc2oc(-c3ccc(C)cc3)nc2C#N)cc1OC	-9	-2	0.2	1	-3	5.2	-1	-6	4
O=C1NCC(O)=C1C=NCCO	-3	-1	0.1	11	5	1.0	-6	2	1
COc1cc(C(=O)NCCC(=O)NCc2ccc3c(c2)OCO3)cc(OC)c1OC	-4	-2	0.1	7	5	0.9	-2	-1	-4
Cc1ccc(N2NC(=O)/C(=C\c3cc4c(cc3[N+](=O)[O-])OCO4)C2=O)cc1C	0	0	0.2	3	-9	0.8	13	-2	-5
Cn1c(=O)oc2cc(S(=O)(=O)NCc3ccncc3)ccc21	-9	-2	-0.2	-3	5	1.9	9	9	0
Cc1cc(Nc2cccc(F)c2)nc(N2CCOCC2)n1	2	1	-0.1	8	-1	-0.2	-3	-7	-22
CC1CCN(C(=O)c2cc(F)c(F)cc2Cl)CC1	-3	-5	-0.1	-3	-3	3.1	-2	1	-23
CCOC(=O)C(NC(=O)NC1CCCCC1)(c1ccccc1)C(F)(F)F (stereo unspecified)	1	3	-0.3	12	7	-0.7	-1	2	-46
CCCCCC(=O)Nc1cccc(C2=NOC3(C2)C[C@H](C(N)=O)N(C(=O)CCCCC)C3)c1 (stereo partly specified)	2	1	0.0	4	0	0.0	4	-1	10
Cc1ccccc1NS(=O)(=O)c1ccc(C)c(C(N)=O)c1	1	0	-0.1	6	4	-0.9	-3	1	-15
O=C(C1CC(c2ccccc2O)=NO1)N1CCCCC1 (stereo unspecified)	-4	0	-0.1	3	1	0.5	-2	-1	9
Cc1cccc(OCCn2c(NC(=O)c3ccco3)nc3ccccc32)c1	11	7	0.1	4	-6	3.0	20*	-4	2
Cc1ccc2nc(C(F)OC(F)(F)F)[nH]c2c1 (stereo unspecified)	1	-1	0.1	5	0	0.5	-1	1	-1
CCC1CCCN1Cn1cnc2c([nH]c3ccc(Cl)cc32)c1=O (stereo unspecified)	-17	19*	-0.4	-6	6	1.5	-3	-2	1
CC1=CC(C)(C)Nc2ccc(OC(=O)CCN3C(=O)c4ccccc4C3=O)cc21	1	-40	0.1	4	-1	4.1	1	-4	-1
CC(C)(C)c1ccc(OCCOCCn2cnc3ccccc3c2=O)cc1	-4	0	0.1	3	4	-0.2	-8	0	-1
OCCC#Cc1ccc(CN2CCN(Cc3ccccc3)C(CCO)C2)cc1 (stereo unspecified)	0	-1	0.0	13	6	1.1	-1	-4	-25
CC(=O)Oc1ccc(-c2nc3ccccc3c(=O)o2)cc1	-8	-13	0.1	3	9	1.0	3	-5	3
Cc1nn(C)c(Cl)c1CN1CCC(Oc2ccc(C(=O)N3CCCC3)cc2)CC1	8	-2	-0.1	-3	2	4.2	-1	1	36
COc1ccccc1S(=O)(=O)c1c(C)cc(C)[nH]c1=O	7	0	-0.1	-9	12	-0.7	-1	-1	-15
O=C(CCS(=O)(=O)c1ccccc1)N(CCCN1CCOCC1)c1nc2ccc(F)cc2s1	3	1	-0.1	4	-2	0.6	-7	-2	-12
